Screening results: PubChem, Broad Institute
E-sel inducer: induces E-selectin expression in human endothelial cells | P16581 | HUVEC E-selectin immunofluorescence imaging; normalized: neutral wells 0, TNF-alpha wells 100 | activation, % at 7.58 µM | 0.37% of 260,000 active | AID 686992;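 active means mean E-selectin-positive cell signal at least 10% of the positive control, reached in at least 60% of replicates, without over 20% cell loss; inconclusive means no rule given, readout overlaps actives, possibly toxicity-flagged; inactive means the rest, including those meeting only one limit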;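 further: in these data hits start at about 27%; measured in HUVEC primary endothelial cells; signal is the percent of cells scored E-selectin positive by PE staining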
Target sequence (P16581 whole entry, looked up): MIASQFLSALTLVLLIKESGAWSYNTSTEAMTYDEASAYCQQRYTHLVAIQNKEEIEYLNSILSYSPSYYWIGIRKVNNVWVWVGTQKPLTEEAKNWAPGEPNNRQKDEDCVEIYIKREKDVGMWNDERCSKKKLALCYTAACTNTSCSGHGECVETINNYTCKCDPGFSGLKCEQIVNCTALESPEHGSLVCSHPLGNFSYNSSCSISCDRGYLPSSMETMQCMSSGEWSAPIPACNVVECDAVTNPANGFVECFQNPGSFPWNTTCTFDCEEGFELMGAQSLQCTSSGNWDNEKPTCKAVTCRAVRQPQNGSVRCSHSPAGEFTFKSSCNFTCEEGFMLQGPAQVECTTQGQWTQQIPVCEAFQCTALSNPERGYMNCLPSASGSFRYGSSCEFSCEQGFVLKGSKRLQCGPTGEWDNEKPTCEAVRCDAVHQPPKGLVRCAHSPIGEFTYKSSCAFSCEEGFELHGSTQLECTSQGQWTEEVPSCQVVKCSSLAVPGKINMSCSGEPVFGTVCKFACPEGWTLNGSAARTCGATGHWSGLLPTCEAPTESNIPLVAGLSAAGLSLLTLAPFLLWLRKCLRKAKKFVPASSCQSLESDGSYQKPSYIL
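Assay system: HUVEC primary endothelial cells. Input: 3,000 HUVEC seeded per well. Doses: one compound dose added by pin transfer. Read-out basis: % PE-positive cells. Benchmarks: TNF-alpha high, DMSO low. Detection: immunofluorescence imaging. Buffer or medium: EGM-2, gelatin.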
Statin myotox sup: protects C2C12 myotubes from simvastatin toxicity; ATP luminescence, 48 h; scaled: DMSO 0, geranylgeraniol control 100; rescue of ATP level, % at 7.49 µM; 0.78% of 330,000 active; AID 602340;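 active means mean ATP rescue above about 67%, or every replicate alone reaching that limit, limit read from the data, passing the limit was not always enough; inconclusive means no clear call, values can overlap the other calls; inactive means mean under the limit and some replicate under it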;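 further: myotubes were challenged with 10 µM simvastatin during compound exposure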
PglD inh: inhibitors of Campylobacter jejuni PglD acetyltransferase; inhibition, % at 12.5 µM; purified PglD enzyme, DTNB colorimetric CoA detection; 0.098% of 360,000 active; AID 602405; in the data active means inhibition above about 16%, passing the limit was not always enough; inconclusive means no clear call, values can overlap the other calls; further: strong numbers were not always called active
ERp5 inh: inhibitors of human ERp5 | Q15084 | ERp5 insulin aggregation, absorbance 650 nm, 90 min | 0.05% of 350,000 active | inhibition, % at 9.99 µM;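 active means mean replicate inhibition above about 25%, with every replicate also reaching it, limit read from the data, passing the limit was not always enough; inconclusive means only one of those two criteria met; inactive means neither criterion met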
S100A4 MyoIIA: S100A4-myosin IIA interaction inhibition. P26447. 0.14% of 360,000 active. inhibition, % at 10.7 µM. S100A4/TAMRA-MyoIIA peptide fluorescence polarization;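 active means mean inhibition of at least 70% across replicates, with every replicate also reaching that level; inconclusive means mean inhibition reaches 70% but some replicates fall short; inactive means mean inhibition below 70%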
Target sequence (P26447 whole entry, looked up): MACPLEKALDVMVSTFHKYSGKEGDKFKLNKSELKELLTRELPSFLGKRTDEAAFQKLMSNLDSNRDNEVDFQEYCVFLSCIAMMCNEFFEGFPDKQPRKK
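incubation = readout 5 min after mixing, signal stable up to 60 min | system = S100A4 monomer protein | buffer or medium = HEPES pH 7.2 with CaCl2, KCl, NaCl, DTT, Triton | benchmarks = neutral control DMSO, positive control TFP | also added = fluorescent myosin IIA peptide, 5 nM | compound dosing = one concentration per compound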
SIRT5 inh: sirtuin-5 (human) deacylase inhibition; Purified SirT5, succinyl-peptide AMC, trypsin-coupled fluorescence; Q9NXA8; inhibition, % at 15 µM; 1.1% of 330,000 active; in the data active means inhibition above about 15%; inconclusive means no clear call, values can overlap the other calls
Target sequence (Q9NXA8 whole entry, looked up): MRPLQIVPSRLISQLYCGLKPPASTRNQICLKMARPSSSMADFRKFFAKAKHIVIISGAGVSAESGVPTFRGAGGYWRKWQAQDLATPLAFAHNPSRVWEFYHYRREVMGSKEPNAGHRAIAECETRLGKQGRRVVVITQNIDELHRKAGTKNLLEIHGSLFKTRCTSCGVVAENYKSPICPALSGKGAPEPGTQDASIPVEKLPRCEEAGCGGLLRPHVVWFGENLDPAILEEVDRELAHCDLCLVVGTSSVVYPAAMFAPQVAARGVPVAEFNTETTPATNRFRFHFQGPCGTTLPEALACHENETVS
DENV2 CPE rescue: protects cells from dengue virus 2 cytopathic effect; DENV2-infected cells, cytopathic effect rescue, plate reader; CPE inhibition, % at 9.99 µM; 1.7% of 350,000 active; in the data active means CPE inhibition above about 20%, passing the limit was not always enough; inconclusive means no clear call, values can overlap the other calls; tested in BHK-21 cells;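 further: 0% = median of neutral control wells and 100% = median of positive control wells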
Starred values were filed as active, the others as inactive; ? = inconclusive; · = not tested or not shown. An excerpt (hit frequency here may not be typical).

SMILES	E-sel inducer	Statin myotox sup	PglD inh	ERp5 inh	S100A4 MyoIIA	SIRT5 inh	DENV2 CPE rescue
O=S(=O)(c1cccc(Cl)c1Cl)N1CCN(C(=S)NCCCN2CCOCC2)CC1	5.1	-5	-1	-2	8	-1	2
O=[N+]([O-])c1cc([N+](=O)[O-])c2cccnc2c1O	-0.1	·	·	0	-7	3	-7
C[C@@H]1CN([C@@H](C)CO)C(=O)c2cc(-c3ccc(F)cc3)cnc2O[C@H]1CN(C)C(=O)c1ccccn1	0.3	-9	-1	3	-13	2	-3
Cc1ccc(C)c(NC(=O)c2cccc(Oc3ccc([N+](=O)[O-])cc3Cl)c2)c1	·	·	·	2	-9	-8	11
O=C(NCc1ccccc1Cl)C1=CC=CN2CCS(=O)(=O)N=C12	·	29	-1	-11	1	-4	-3
COc1ccc(S(=O)(=O)N(C)C[C@@H]2OCCCC[C@H](C)Oc3ccc(NC(=O)NC4CCCCC4)cc3C(=O)N([C@H](C)CO)C[C@@H]2C)cc1	·	·	-2	8	-8	0	13
Cc1ccc(S(=O)(=O)Nc2nccs2)cc1[N+](=O)[O-]	·	·	·	-4	-2	1	-5
O=[N+]([O-])c1cccnc1SCc1c(F)cccc1Cl	6.5	·	1	3	-2	-4	5
Cc1cc(NC(=O)CSc2nnc3ccccn23)no1	·	·	·	12	-3	-4	1
COCC#Cc1ccc([C@H]2[C@H]3CN(S(=O)(=O)c4ccc(OC)cc4)CCCCN3[C@H]2CO)cc1	-0.2	-2	0	6	-3	5	45*
CCCCOc1ccc(NC(=S)Nc2cc(C)nc(SCCCC)n2)cc1	4.6	·	·	-2	23	-2	1
CCc1ccc(NC(=O)C(CC)Sc2nc3ccsc3c(=O)n2CCC(=O)O)cc1 (centres undefined)	·	2	6	1	0	2	-4
C[C@H]1CN([C@@H](C)CO)C(=O)Cc2cc(NS(=O)(=O)c3cccs3)ccc2O[C@@H]1CN(C)Cc1ccc(C(=O)O)cc1	·	-5	4	1	-4	7	4
O=C1NCCCc2nonc21	·	11	9	5	-2	-3	3
O=C(CCCN1CCC(C(=O)c2ccc(F)cc2)CC1)c1ccc(F)cc1	-0.4	-5	-3	-1	3	-9	3
CCOC(=O)c1ccccc1NC(=S)N1CCC(C(N)=O)CC1	-0.7	4	·	-4	5	12	3
C[C@@H]1CN([C@@H](C)CO)C(=O)c2cc(C#Cc3ccncc3)cnc2O[C@H]1CN(C)C(=O)c1ccccc1F	0.0	2	4	5	0	1	9
CCOC(=O)c1cc(S(=O)(=O)NCc2ccc3c(c2)OCO3)cn1C	·	-4	-2	2	2	-10	?
CCn1cc(C(=O)O)c(=O)c2cnc(N3CCN(C(=S)NC(=O)c4ccc(F)c(F)c4)CC3)nc21	·	6	-6	?	-7	-1	3
CCOC(=O)C(=Cc1ccccc1OC)C(=O)OCC	·	-1	-5	-5	-13	-9	-5
Cc1nnsc1S(=O)c1ccc(Br)cc1 (centres undefined)	-0.2	?	-3	1	-5	-6	-1
CCOc1cc(/C=C/C(=O)NCCc2ccc(S(N)(=O)=O)cc2)ccc1OCC(C)C	2.5	-14	·	5	0	3	-1
COc1cc(/C=C2/C(=O)ON=C2C)cc(Cl)c1O	0.3	16	-9	-2	0	-2	0
Cc1cc2c3c(c1C)C1(C(=O)N3C(C)(C)CC2C)C(C#N)=C(N)Oc2n[nH]c(C)c21 (centres undefined)	·	-2	1	0	-5	-2	-3
CC12CCC(CC1O)C2C(=O)O (centres undefined)	1.6	·	·	-1	-2	·	0
C=CCN1c2ccccc2[C@]23C[C@@H](C(=O)OC)N(C(=O)NC4CCCC4)C2=NC(C(=O)OC)=C(C(=O)OC)[C@H]13	-0.2	4	5	2	4	-1	5
CC(C)c1ccc(/C=N/NC(=O)C(=O)NCCCN2CCOCC2)cc1	4.1	-2	0	0	5	5	-2
CC(=O)N1CC2(C1)[C@H](c1ccc(-c3ccccc3C)cc1)[C@H](CO)N2C(=O)CC1CC1	-0.1	·	·	-2	-2	2	6
CN(C(=O)C1CCC(=O)N(CCc2ccc(Cl)cc2)C1)C1CCOCC1 (centres undefined)	·	-4	-4	3	-2	-2	-7
O=C(C[C@H]1CC[C@H]2[C@@H](COC[C@H](O)CN2C(=O)Nc2ccccc2)O1)NCc1ccccc1F	0.1	18	2	-7	6	-6	0
C[C@H]1CN([C@@H](C)CO)S(=O)(=O)c2ccc(-c3cncnc3)cc2O[C@H]1CN(C)Cc1cncnc1	0.0	-8	0	12	-87	0	-6
C[C@@H]1CN([C@@H](C)CO)C(=O)c2cc(NS(=O)(=O)c3cccs3)ccc2O[C@@H](C)CCCCO[C@H]1CN(C)S(=O)(=O)c1cn(C)cn1	0.1	-20	-4	3	-14	2	31*
CN1OC[C@@H]2CN(C(=O)CCc3ccccc3)[C@H](c3cccc(-c4ccc(C#N)cc4)c3)C[C@@H]21	0.0	2	-3	-12	-6	-3	-2
O=c1cc(-c2ccsc2)oc2cc(-c3ccc4c(c3)OCO4)ccc12	0.3	23	-3	4	-1	·	-11
CC(C)N(CCc1ccncc1)C(=S)Nc1cccc(Cl)c1	·	2	·	7	-3	-3	10
Cc1noc(C)c1NC(=O)Nc1cccc2c1O[C@@H](CN(C)C(=O)Nc1ccc3c(c1)OCO3)[C@H](C)CN([C@@H](C)CO)C2=O	-0.1	28	1	-2	-7	7	?
CCCN1CCC(NC(=S)Nc2ccc(OC)c(OC)c2)CC1	-0.1	8	3	1	-2	-2	10
Cc1ccc(S(=O)(=O)N(C)C[C@@H]2Oc3ccc(NC(=O)Nc4ccccc4)cc3CC(=O)N([C@H](C)CO)C[C@@H]2C)cc1	·	-80	1	0	7	2	-15
Cc1ccccc1S(=O)(=O)N1C[C@@H](O)COC[C@@H]2O[C@H](CC(=O)NCc3ccccc3Cl)CC[C@H]21	0.0	-48	0	-2	4	1	-3
CCc1nc2oc3cc(OC)ccc3c(=O)c2c(=O)n1Cc1ccccc1	·	?	·	-3	1	-1	-9
Cc1sc2ncnc(N=Nc3c(O)[nH]c4ccccc34)c2c1C	0.9	-37	-9	·	·	·	·
COc1cccc(S(=O)(=O)N[C@H]2CC[C@H](CCNC(=O)Cc3ccncc3)O[C@@H]2CO)c1	0.0	-2	-3	10	3	16*	-2
CC1CCCCN1C(=O)C1CCCCN1S(=O)(=O)c1cccc([N+](=O)[O-])c1 (centres undefined)	·	2	0	-2	-4	-4	2
C=CCNC(=S)N1CCN(CCN=Cc2c(C)[nH]n(-c3ccc([N+](=O)[O-])cc3)c2=O)CC1	·	1	0	4	4	-3	-1
CCOc1ccc(NC(=O)c2c(NC(=O)CN3CCCC3)sc3c2CCC3)cc1	-0.5	7	0	-20	-19	-2	-7
O=C(OC1CC2CC1[C@H]1CCCCN1C2=O)N1CCOCC1 (some centres undefined)	0.1	·	·	-5	16	4	1
NC(=O)CC(NC(=O)Cc1ccc(Br)cc1)c1ccc(NCCN2CCCC2)c([N+](=O)[O-])c1 (centres undefined)	0.0	5	-5	3	0	-4	7
O=S(=O)(N[C@H]1CC[C@@H](CCn2cc(C3CC3)nn2)O[C@@H]1CO)c1ccc(Cl)cc1	-0.6	2	5	0	3	14	6
C[C@H](NC(=O)OC(C)(C)C)C(=O)N/N=C/c1ccc2nccnc2c1	-0.1	·	-1	3	-4	3	5
Cc1cccc(N2CCN(C(=S)c3ccc4c(c3)OCO4)CC2)c1	1.3	-26	1	2	-11	-3	4
Cn1nc(CC(=O)NC2CCCCCC2)c2ccccc2c1=O	1.4	21	4	5	-6	-1	1
Cc1ccc(/C=N/NC(=O)CNC(=O)c2cccs2)cc1	0.0	-4	-1	8	0	-1	-2
C[C@H]1CN([C@@H](C)CO)C(=O)c2cc(C3=CCCCC3)cnc2O[C@@H]1CN(C)C(=O)c1ccncc1	-0.6	25	4	-3	-1	-3	-3
CCCCn1c(N)c(N(CC(C)C)C(=O)C2CCN(C(=O)c3ccc(F)cc3)CC2)c(=O)[nH]c1=O	·	·	0	2	-1	-1	?
Cc1noc(C)c1NC(=O)N(C)C[C@@H]1Oc2ccc(NS(=O)(=O)c3cn(C)cn3)cc2CC(=O)N([C@H](C)CO)C[C@@H]1C	·	-13	1	2	1	0	0
COc1ccc(C(=O)NC(=S)Nc2ccc([N+](=O)[O-])cc2C)cc1OC	·	-31	-3	3	-1	-2	12
Cc1ccc(C(=O)N2CCN(c3ncccn3)CC2)cc1NC1=NC2CS(=O)(=O)CC2S1 (centres undefined)	7.3	4	0	-1	0	-5	6
Cc1noc(C)c1NC(=O)N[C@H]1C=C[C@@H](CC(=O)N2CCN(C)CC2)O[C@H]1CO	0.5	-2	1	3	-2	-1	11
O=C(NCCN1CCCC1)[C@H]1[C@H](CO)[C@H]2Cn3c(cccc3=O)[C@@H]1N2C(=O)NC1CCCC1	0.0	·	·	-4	39	0	23*
CC(C)(C)c1ccc(C(=O)C2CCCN(C(=O)C3CCOCC3)C2)cc1 (centres undefined)	-0.3	-15	5	2	18	-7	5
(cont.)
SMILES	E-sel inducer	Statin myotox sup	PglD inh	ERp5 inh	S100A4 MyoIIA	SIRT5 inh	DENV2 CPE rescue
O=C(CSc1ncnc2c1cnn2-c1ccccc1)Nc1ccccc1	·	3	-1	-8	-2	-5	14
CCCC(=O)Nc1ccc2c(c1)C(=O)N(C)C[C@H](OC)[C@@H](C)CN(C(=O)c1cccnc1)[C@H](C)CO2	-0.2	2	2	-4	4	-18	·
COc1cccc(CN(C)C(=O)c2cc(COc3ccc4ncccc4c3)on2)c1	-3.6	·	·	1	0	4	-3
N#Cc1ccc(-c2ccc(OCC(=O)NN=Cc3ccncc3)cc2)cc1	·	·	·	0	-5	-3	30*
C/C(=C\c1ccc(C(=O)O)cc1)c1ccc2c(c1)C(C)(C)CCC2(C)C	-0.1	-76	2	-2	0	1	-1
CC(C)CN1CCN(Cc2cccc3cccnc23)CC1CCO (centres undefined)	-0.2	0	1	5	-1	-6	3
COc1ccc(C(=O)N/C(=C\c2ccco2)C(=O)OCc2ccco2)cc1	-0.6	5	·	3	-3	2	-1
CCCN(CCC)C(=O)CC(c1ccccc1)c1ccco1 (centres undefined)	-0.1	·	4	?	-1	-1	-11
O=C(N/C(=C/c1cccnc1)C(=O)N1CCOCC1)c1ccccc1Br	·	·	·	2	2	-3	4
O=S(=O)(NC1CCCCCC1)c1cccc(Cl)c1	-0.2	-2	2	-2	-1	1	-5
Cc1cccc(S(=O)(=O)NC(=O)C2(C)CCN2C(=O)c2c(C)noc2C)c1 (centres undefined)	-0.2	-5	1	3	-4	-5	-5
COc1ccc(OCC(=O)Nc2ccc3c(c2)nc(CCN2CCC(C)CC2)n3C)cc1	·	·	·	0	1	4	2
Cc1ccc(NC(=O)c2ncn(CCCNCc3ccccn3)n2)cc1C	0.6	2	1	1	-12	-4	0
CC1CCC(NC(=O)CN(C)CC(=O)Nc2ccc(F)cc2)CC1 (centres undefined)	0.2	-2	9	-1	2	-4	1
CC1CCCN(S(=O)(=O)c2cccc(C(=O)OCC(=O)N(C)Cc3c(F)cccc3Cl)c2)C1 (centres undefined)	·	27	-8	-4	-5	7	-5
